Screens as filed in PubChem.
AmpC inh det – AmpC beta-lactamase inhibition, detergent assay; actives 0.09% (n = 71,000); AID 584; purified AmpC, nitrocefin hydrolysis with detergent; Potency, µM (titrated, usually from 28.7 µM), for the others: at the top dose activity change, negative = inhibition; P00811; active means well fitted curve in the direction sought with a large enough effect; inconclusive means small, poorly fitted or top-dose-only effect
Target sequence (P00811 whole entry, looked up): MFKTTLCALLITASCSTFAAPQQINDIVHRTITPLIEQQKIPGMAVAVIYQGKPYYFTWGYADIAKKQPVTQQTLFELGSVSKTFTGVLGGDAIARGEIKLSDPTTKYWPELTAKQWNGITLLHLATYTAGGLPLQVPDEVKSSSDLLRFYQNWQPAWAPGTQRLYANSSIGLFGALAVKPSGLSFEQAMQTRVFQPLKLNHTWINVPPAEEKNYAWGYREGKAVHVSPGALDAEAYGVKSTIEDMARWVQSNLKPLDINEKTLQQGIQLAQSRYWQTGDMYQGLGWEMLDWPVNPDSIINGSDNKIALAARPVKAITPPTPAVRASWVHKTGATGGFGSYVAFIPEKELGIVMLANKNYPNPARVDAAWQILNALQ
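E. coli AmpC (5.3 nM) in 20 mM phosphate pH 7.0 with 0.01% Triton X-100, preincubated 15 min RT with compound; nitrocefin (2 uL of 800 uM stock) hydrolysis followed by 480 nm absorbance every 20 s over 4 min.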
The depositor's hits bear a star; ? = inconclusive; & = joins results of further samples; [ ] = remark or other dose. On the % scale 0 is the no-effect control and ±100 the full control effect; potency means the concentration at half of the fitted maximal effect.

#	Structure	AmpC inh det
1	c1ccc(CCn2nnnc2C(c2cccnc2)N2CCN(c3ccccc3)CC2)cc1 (stereo not given)	11%
2	CCc1ccc(OCc2nc(-c3ccccn3)no2)c(Br)c1	-10%
3	O=C(O)CCC(=O)Nc1ccc2ccccc2c1	-5%[5.75 µM]
4	CN(C)Cc1nc2ccccc2c(=O)n1Cc1nc(-c2cc3ccccc3o2)cs1	9%
5	O=C(CSc1ccccn1)c1ccc(F)cc1	3%
6	CC1=CC(C)(C)N(C(=O)c2ccccc2)c2ccccc21	12%
7	COc1ccc(N2CCN(C(=O)C(CCSC)N=C3NS(=O)(=O)c4ccccc43)CC2)cc1 (stereo not given)	-2%
8	COc1ccccc1CN1C(=O)[C@@H]2C(CC(N)=O)NC3(C(=O)Nc4c3ccc(Cl)c4C)[C@@H]2C1=O (stereo not given in full)	0%
9	O=C(CCN1CCN(CCO)CC1)Nc1ccc(OCc2ccccc2)cc1	7%
10	COc1ccc2c(c1)CCc1c(C(=O)N3CCOCC3)noc1-2	-2%
11	CCc1ccccc1N(C(=O)c1cccs1)C1C=CS(=O)(=O)C1 (stereo not given)	-3%
12	CN(Cc1ccccc1)c1nc2c(c(=O)[nH]c(=O)n2C)n1C	-1%
13	Cc1ccc(C(c2nnnn2C(C)(C)C)N(Cc2ccco2)Cc2cccs2)cc1 (stereo not given)	19%
14	COc1ccc2[nH]cc(CCNc3nc(-c4cccnc4)nc4ccccc34)c2c1	0%
15	Cc1ccc(-c2nc(CSCC(=O)N3CCOCC3)c(C)o2)cc1	-6%
16	O=C(c1ccncc1)c1ccc(Br)cc1	-2%
17	O=C1c2ccccc2C(Nc2ccc3c(c2)OCO3)N1Cc1ccco1 (stereo not given)	5%
18	O=C(CCc1ccc(O)cc1)c1c(O)cc(O)cc1O[C@@H]1O[C@@H](CO)[C@@H](O)[C@@H](O)[C@H]1O	11%
19	CN=C1SC(C(=O)O)CC(=O)N1C (stereo not given)	0%
20	Cc1noc(C)c1COc1ccc(C(=O)OCC(=O)NC(=O)C2COc3ccccc3O2)cc1 (stereo not given)	-2%
21	C/C(N)=C(/C#N)C(=O)COC(=O)c1cc(C)n(-c2ccc(F)cc2)c1C	-1%
22	Cc1cccc(CSc2nnc(-c3ccccn3)n2N)c1	-2%
23	O=c1cc(-c2cccc(O)c2)oc2c(O)c(O)ccc12	-8%
24	CCc1ccc2[nH]c(=O)c(CN(CCN(C)C)C(=O)Nc3ccccc3)cc2c1	-2%
25	CCC1(CC)Cc2ccccc2-c2nc(CN3CCOCC3)[nH]c(=O)c21	-2%
26	CS(=O)(=O)N1CCC(NC(=O)Cc2ccccc2)CC1	1%
27	C=CCOn1c(=O)c(C)[n+]([O-])c2ccccc21	-2%
28	C1CCN=C(Nc2nc3c(s2)CCCC3)CC1	-5%
29	O=S(=O)(c1ccccc1)N1CCC2(CC1)CN(c1ccccn1)C2	5%
30	CC(C)(C)OC(=O)N1CCC[C@H]1c1nnc(SCc2ccc(Cl)cc2Cl)o1	-2%
31	Cn1c(=O)c2c(ncn2CC(=O)N(Cc2ccccc2)c2ccccn2)n(C)c1=O	-5%
32	O=C(NCCc1ccccc1)c1ccc(-n2cnnn2)cc1	17%
33	O=C(CN1CC(=O)Oc2ccccc21)OCC(=O)c1ccccc1	-1%
34	CSc1nnc(-c2cnccn2)n1CCCN1CCCC1=O	6%
35	N=C(N)c1ccc(OCCCCCOc2ccc(C(=N)N)cc2)cc1 (tested in a mixture with another compound)	-4%
36	CCCCOc1ccc(N(CC(=O)NC2CCCC2)C(=O)CCC(=O)Nc2ccccn2)cc1	13%
37	CCOc1ccccc1N1CCN(C(=O)c2cc[n+]([O-])cc2)CC1	1%
38	Cc1ccc(CNC(=O)c2sccc2-n2cccc2)cc1	1%
39	c1ccc(CN2CCC3(CC2)SSC2(CCN(Cc4ccccc4)CC2)SS3)cc1	-3%[5.75 µM]
40	CCOC(=O)CSc1nc2ccccc2c(=O)n1Cc1ccco1	-4%
41	O=C(O)C1CCN(C(=O)COc2ccc3c4c(c(=O)oc3c2)CCC4)CC1	-1%
42	Cc1ccc(C(=O)CC(C(=O)O)n2cccn2)cc1 (stereo not given)	0%
43	NC(=O)SCC(=O)Nc1ccc2ncccc2c1	-2%[5.75 µM]
44	CN1CCN(c2ccc(Cl)cc2NC(=O)c2cccc(S(=O)(=O)N(C)C)c2)CC1	-2%
45	CCc1ccc(C(=O)CC2(O)C(=O)N(CN3CCOCC3)c3ccccc32)cc1 (stereo not given)	-1%
46	COC(=O)c1ccc(CSc2nnc(CNC(=O)COc3ccc(Cl)cc3)o2)o1	-3%
47	CN1C(=O)N(C)C(=O)C2(Cc3cc(N)ccc3N3CCN(c4ccccc4F)CC32)C1=O (stereo not given)	-4%
48	CCOC(=O)Cn1c(=O)oc2cc(S(=O)(=O)N(C)Cc3ccco3)ccc21	12%
49	c1ccc(CN2CCCC3(CCNCC3)C2)cc1	-2%
50	O=C(c1ccc(-c2cccc(C(F)(F)F)c2)o1)N1CCOCC1	-2%
51	COc1ccc(S(=O)(=O)NCCC(=O)NCc2ccc(F)cc2)cc1	-5%
52	CC1Cc2ccccc2N1C(=O)C1CCCN(S(=O)(=O)c2cccc3nsnc23)C1 (stereo not given)	-6%
53	ClP(Cl)(Cl)(Cl)Cl	9%
54	CCn1cc(C(=O)NCC2CCCO2)c(=O)c2cc(S(=O)(=O)N3CCC(C)CC3)ccc21 (stereo not given)	-5%
55	COC(=O)c1cn(C(=O)c2ccco2)c2ccccc12	5%
56	C=CCNc1nc2c(c(=O)n(C)c(=O)n2C)n1CCCCCC	9%

Part of the list above in order of length of the SMILES, rising:
#	Structure	AmpC inh det
53	ClP(Cl)(Cl)(Cl)Cl	9%
49	c1ccc(CN2CCCC3(CCNCC3)C2)cc1	-2%
55	COC(=O)c1cn(C(=O)c2ccco2)c2ccccc12	5%
50	O=C(c1ccc(-c2cccc(C(F)(F)F)c2)o1)N1CCOCC1	-2%
48	CCOC(=O)Cn1c(=O)oc2cc(S(=O)(=O)N(C)Cc3ccco3)ccc21	12%
54	CCn1cc(C(=O)NCC2CCCO2)c(=O)c2cc(S(=O)(=O)N3CCC(C)CC3)ccc21 (stereo not given)	-5%

Carrying on:
#	Structure	AmpC inh det
57	O=c1c(O)c(-c2ccc(O)cc2)oc2cc(O)cc(O)c12	7%
58	O=c1oc2cc(Br)ccc2n1CSC1=NCCS1	-3%
59	CCOC(=O)CON1C(=O)C(C)(C)N(OCC(=O)OCC)C(=O)C1(C)C	2%
60	Cc1c(-c2nc(N)nc(Nc3ccccc3)n2)oc2ccccc12	-6%
61	CC(C)(C)NC(=O)C1CCN(S(=O)(=O)c2ccc(Br)cc2)CC1	-4%
62	Nc1nc(NCc2c(F)cccc2Cl)nn1-c1ccccc1	-3%
63	CC(=O)N1CCN(Cc2nc3cc(NC(=O)C4CCCCC4)ccc3n2C)CC1	1%
64	CC1=C(C#N)C(Nc2cccc(C)n2)(C(F)(F)F)C(=O)N1 (stereo not given)	9%
65	COc1cc2nc(=S)n3[nH]c(CCn4c(C)nc5ccccc54)nc3c2cc1OC	-2%
66	O=C(NCc1ccc2c(c1)OCO2)c1cc2n(n1)C(C(F)(F)F)CC(c1ccc3c(c1)OCO3)N2 (stereo not given)	0%
67	Oc1ccc(CNCc2ccccc2)c2cccnc12	-2%[5.75 µM]
68	CCc1nnc(NC(=O)CCC(=O)Nc2ccccc2)s1	-4%
69	COc1ccc(OC)c(C2C(C(C)=O)=C(O)C(=O)N2CCN2CCOCC2)c1 (stereo not given)	7%
70	O=C(CN(Cc1ccc(F)cc1)S(=O)(=O)c1ccccc1)N1CCCCC1	4%
71	Cc1ccc(CNC(=O)c2ccccc2NC(=O)CSc2nnnn2C)cc1	-1%
72	CCOC(=O)N1CCN(S(=O)(=O)c2c(C)cc(C)cc2C)CC1	-3%
73	O=C(NCCc1ccccc1)C1CCCN(S(=O)(=O)c2cccc3nsnc23)C1 (stereo not given)	?
74	O=C(CSc1nnnn1-c1ccccc1)Nc1ccc(Cl)cc1	9%
75	CCCCN(CC)CCNC(=O)c1cc2c(C)nc3ccccc3c2o1	2%
76	COc1ccc(Cl)cc1S(=O)(=O)N1CCN(C(=O)c2cc(OC)c(OC)c(OC)c2)CC1	-4%
77	CSCC[C@H](NC(=O)C1CCN(S(=O)(=O)c2ccc(C)cc2)CC1)C(=O)NCC1CCCO1 (stereo not given in full)	-2%
78	O=C(O)CSc1ncn[nH]1	16%
79	COc1ccccc1N1CCN(CCN(C(=O)c2ccc(I)cc2)c2ccccn2)CC1	14%
80	Cc1ccccc1Cn1c(CN2CCc3ccccc3C2)nc2c1c(=O)n(C)c(=O)n2C	-4%
81	O=C(NC1CC1)C1C2C3C4CC5C3C5C4C12 (stereo not given)	8%
82	CSCCC(NC(=O)COc1ccccc1)C(=O)N1CCN(c2ccccc2F)CC1 (stereo not given)	-6%
83	COC(=O)CC(=O)CSc1nc(C)cc(C)c1C#N	-1%
84	Cc1cn(C2OC(COC(=O)c3ccccc3)C(O)C2O)c(=O)[nH]c1=O (stereo not given)	3%
85	COc1ccc(N2CCN(C(=O)C3CCCN(S(=O)(=O)c4cccc5cccnc45)C3)CC2)cc1 (stereo not given)	10%
86	O=C1CCN2C=Nc3cccc4ccc1c2c34	-3%
87	O=C1c2ccccc2C(Nc2ccccc2F)N1c1cccnc1 (stereo not given)	13%
88	COc1cccc(C(=O)NCC(c2cccnc2)N2CCN(c3ccccc3OC)CC2)c1 (stereo not given)	3%
89	Cc1ccc(Cn2nnc3c(=O)[nH]c(C4CCN(C(=O)c5cccs5)CC4)nc32)cc1	8%
90	COc1ccc(S(=O)(=O)N(C)CC(=O)N2CCCCCC2)cc1OC	-4%
91	COc1ccc(CCNc2ncnc3c2oc2ccccc23)cc1OC	-3%
92	Cc1cc(C)cc(NC(=O)c2nnn(Cc3cc(C)ccc3C)c2N)c1	13%
93	CCOC(=O)C1CCN(C(=O)Nc2ccc3nc(-c4ccco4)c(-c4ccco4)nc3c2)CC1	5%
94	O=C(NCc1cccnc1)c1cccc(NC(=O)c2ccco2)c1	-2%
95	CC1(C)CC(=O)c2sc(NS(=O)(=O)Cc3ccccc3)nc2C1	-5%
96	CCOc1nc(-c2ccc(OC)cc2)ccc1-c1noc(-c2cccnc2)n1	11%
97	CCOc1ccc(-n2c(=O)c3sccc3n(CC(=O)NCc3ccco3)c2=O)cc1	7%
98	COc1ccc(Cn2c3nc4ccccc4nc3c3c(=O)n(Cc4ccco4)cnc32)cc1	-4%
99	COc1ccc(OC)c(C(=O)CSc2nnc(-c3cccs3)n2C)c1	-4%
100	CCCS(=O)(=O)N1CCC(C(=O)NCCN2CCC(Cc3ccccc3)CC2)CC1	4%
101	COc1ccc(S(=O)(=O)NC2(C(F)(F)F)N=C3SCCN3C2=O)cc1 (stereo not given)	8%
102	OCCN1CCN(Cc2cc(Br)cc(Br)c2O)CC1	7%
103	OCC#CCSc1nnc(-c2ccccc2Br)o1	1%
104	CC(=O)Nc1nc2c(c3c1c(=O)oc1ccccc13)CCCC2	20%

Next part; the last three above are carried over.
#	Structure	AmpC inh det
102	OCCN1CCN(Cc2cc(Br)cc(Br)c2O)CC1	7%
103	OCC#CCSc1nnc(-c2ccccc2Br)o1	1%
104	CC(=O)Nc1nc2c(c3c1c(=O)oc1ccccc13)CCCC2	20%
105	CCC/C=C(\CCC)C(NP(=O)(c1ccccc1)c1ccccc1)c1ccc(C(F)(F)F)cc1 (stereo not given)	0%
106	OCC(Br)CBr (stereo not given)	11%
107	CO[C@@H]1/C=C\O[C@]2(C)Oc3c(C)c(O)c4c(O)c(cc(O)c4c3C2=O)NC(=O)/C(C)=C\C=C/[C@H](C)[C@@H](O)[C@H](C)[C@H](O)[C@H](C)[C@H](OC(C)=O)[C@@H]1C	-3%[5.75 µM]
108	CCOC(=O)N1CCC(NC(=O)CN2C(=O)COc3ccc(C(C)(C)C)cc32)CC1	1%
109	CCNc1ncc2nc(C)c(=O)n(CCC#N)c2n1	-1%
110	CCOc1ccc(OCc2ccc(C(=O)O)o2)cc1	-2%
111	O=S(=O)(c1ccccc1)N1CCC2(CCN(c3ccncc3)CC2)CC1	0%
112	O=C(Nc1cccc(Cl)c1)Nc1ccc2c(c1)OCO2	-2%
113	Cc1ccccc1-n1c(-c2cccnc2)n[nH]c1=S	-3%
114	O=C(COc1ccccc1Cl)N1CCCC1	-5%
115	CC1(C)CC(=O)C2=C(C1)N(CC1CCCO1)C(=O)C2(NC(=O)c1cccnc1)C(F)(F)F (stereo not given)	-3%
116	CCn1c(CNc2ccc(OC)cc2)nnc1SCC(=O)c1ccc(OC)cc1	12%
117	N[C@@H](Cn1ccc(=O)n(Cc2ccc(C(=O)O)cc2)c1=O)C(=O)O	-1%
118	Oc1c(C(c2cccs2)N2CCN(c3ccc(F)cc3)CC2)sc2ncnn12 (stereo not given)	8%
119	CCOc1ccc(N2C(=O)CC(Sc3ncccn3)C2=O)cc1 (stereo not given)	-3%
120	O=C(O)C(Cl)(Cl)Cl	8%&11%
121	CSc1nnc(Cc2cc(=O)[nH]c(=O)[nH]2)n1-c1cccc(C)c1	7%
122	C=CCOCC1CO1 (stereo not given)	11%
123	CS(=O)(=O)N(CC(=O)N1CCN(Cc2ccccc2)CC1)Cc1ccccc1	-4%
124	O=S(=O)(c1ccc(Br)cc1)N1CCn2c(nc3ccccc32)C1	13%

An excerpt; the hit share may differ from the screen's.
